SR-BI uptake up – activators of SR-BI mediated HDL lipid uptake | CHO ldlA[mSR-BI] cells, DiI-HDL uptake fluorescence, 3 h; 100 = double the neutral-control signal | activation, % at 12.5 µM | actives 0.096% (n = 320,000) | AID 504775;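 active means mean replicate activation of at least 60% and every replicate at or above 60%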;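 further: 0% = median plate neutral-control signal and 100% = twice that signal; values of inactives mirror those of a sister screen read the other way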
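Test system: SR-BI-overexpressing, LDLR-lacking CHO cells; Medium: Ham's F12 with 0.5% BSA, HEPES 25 mM, pH 7.4; Schedule: 3 h, 37 °C; Technique: bottom-read fluorescence, 550/595 nm.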
CAL PDZ FP-1 – human CAL PDZ-peptide interaction inhibition. Q9HD26. purified CAL PDZ, TMR-peptide fluorescence polarization, 1 h. inhibition, % at 20 µM. actives 0.02% (n = 330,000). AID 504414;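 active means highest replicate inhibition of at least 40%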;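 further: plate controls were DMSO neutral control wells for no effect and unlabeled competitor peptide control wells for full effect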
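Assay system – tagged CAL PDZ protein CerCALP, purified · Timing – 1 h at RT · Compound – single point, 20 µM · Measured by – fluorescence polarization from S- and P-plane intensities, G-factor corrected · Evaluation – inhibition from polarization loss · Probe or stimulus – TMR reporter peptide T*-PRC34 · Buffer or medium – pH 7.4 phosphate-saline buffer, reducing agent, detergent, IgG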
DAGLB inhibitor – blocks human DAGLB lipase activity | actives 0.059% (n = 340,000) | Q8NCG7 | AID 504411 | HEK293T DAGLB membrane lysate, EnzChek fluorogenic substrate | inhibition, % at 5.17 µM; in the data active means inhibition above about 34%;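 further: 0% = enzyme with vehicle and 100% = wells lacking enzyme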
Keap1-Nrf2 PPI – Keap1-Nrf2 (human) interaction inhibition; inhibition, % at 9.4 µM; Keap1 Kelch-Nrf2 peptide fluorescence polarization, 1536-well; actives 0.15% (n = 340,000); in the data active means inhibition above about 12%;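 further: human Keap1 Kelch domain with fluorescein labeled Nrf2 9mer peptide probe; 0% = neutral control wells and 100% = peptide positive control; higher means more block of Keap1 binding to Nrf2 peptide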
Target sequence (Q14145 whole entry, looked up, the tested form may be a part): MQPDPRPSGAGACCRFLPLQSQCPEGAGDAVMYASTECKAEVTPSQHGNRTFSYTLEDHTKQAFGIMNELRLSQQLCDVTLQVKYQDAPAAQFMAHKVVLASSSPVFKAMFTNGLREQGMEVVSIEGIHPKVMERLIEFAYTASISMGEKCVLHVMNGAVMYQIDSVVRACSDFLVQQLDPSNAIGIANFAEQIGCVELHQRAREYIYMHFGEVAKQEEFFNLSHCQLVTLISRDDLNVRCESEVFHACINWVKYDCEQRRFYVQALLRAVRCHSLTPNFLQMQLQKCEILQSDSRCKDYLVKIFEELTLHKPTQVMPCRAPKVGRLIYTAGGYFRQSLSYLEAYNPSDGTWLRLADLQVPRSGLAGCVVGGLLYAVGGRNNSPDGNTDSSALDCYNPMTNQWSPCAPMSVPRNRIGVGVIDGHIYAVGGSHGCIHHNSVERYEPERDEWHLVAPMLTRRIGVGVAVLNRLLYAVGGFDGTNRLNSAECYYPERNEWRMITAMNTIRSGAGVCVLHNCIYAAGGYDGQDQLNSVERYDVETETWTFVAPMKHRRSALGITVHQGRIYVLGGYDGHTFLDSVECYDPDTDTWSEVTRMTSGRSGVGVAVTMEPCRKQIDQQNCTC
PKA-R2B act – PKA-R2B complex activation. P22694+P31323. PKA-R2B holoenzyme dissociation, Cy5-IP20 fluorescence polarization; R2B truncated from residue 108, S112A mutant; 0% DMSO only, 100% 113 µM cGMP. activation, % at 11.4 µM. actives 0.079% (n = 340,000);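 active means activation above a cutoff set at the mean over all compounds plus 3 SD, cut at about 18% in these data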;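 further: higher means more holoenzyme dissociation and a rise in polarization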
RTF Ca sens inh – cardiac RTF calcium desensitization; AID 493244; IANBD-labeled cardiac RTF, Ca2+ fluorescence; inhibition, % at 7.15 µM; actives 0.12% (n = 340,000); P19429+P45379;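 active means inhibition above the mean inhibition of all tested compounds plus 3 SD, cut at about 17% in these data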;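 further: assay run at fixed EC70 calcium of 1.6 mM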
CAL PDZ FP-2 – inhibitors of human CAL PDZ peptide binding. Q9HD26. purified CAL PDZ, TMR-peptide fluorescence polarization, 1 h. inhibition, % at 24.9 µM. actives 0.92% (n = 300,000). AID 602252;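 active means mean inhibition of at least 30% with at least half of replicates also reaching 30%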;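 further: 0% = DMSO neutral control and 100% = excess unlabeled competitor peptide PRC23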
Rtt109 HAT inh – inhibitors of Candida albicans Rtt109/Vps75 histone acetyltransferase | Q5AAJ8 | purified Rtt109/Vps75, ThioGlo CoA-SH fluorescence, 4 h | inhibition, % at 34.9 µM | actives 0.16% (n = 330,000) | AID 540336;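 active means inhibition of at least 50% in every replicate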
Target sequence (Q5AAJ8 whole entry, looked up): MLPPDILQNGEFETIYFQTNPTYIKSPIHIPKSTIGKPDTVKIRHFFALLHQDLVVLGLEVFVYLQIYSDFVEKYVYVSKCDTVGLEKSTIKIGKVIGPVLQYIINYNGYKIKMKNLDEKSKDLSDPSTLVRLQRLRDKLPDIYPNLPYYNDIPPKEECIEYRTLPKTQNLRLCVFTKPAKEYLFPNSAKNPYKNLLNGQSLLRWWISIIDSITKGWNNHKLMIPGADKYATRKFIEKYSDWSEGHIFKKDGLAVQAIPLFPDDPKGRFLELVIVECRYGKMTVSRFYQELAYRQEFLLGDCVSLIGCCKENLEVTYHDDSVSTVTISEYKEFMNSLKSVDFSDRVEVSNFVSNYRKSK
LANA DNA inh – KSHV C-LANA DNA binding inhibition; MBP-C-LANA/FAM-LBS DNA binding, fluorescence polarization; inhibition, % at 9 µM; actives 0.078% (n = 340,000); AID 504423;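 active means highest replicate inhibition at or above 60% at 9 µM, even if other replicates fall short; inactive means all replicates below 60% inhibition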;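 further: 0% = neutral control wells and 100% = 4 µM acridine orange control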
cardiac RTF act – cardiac RTF calcium sensitization; P19429+P45379; IANBD-labeled TnC RTF fluorescence at EC20 calcium; 0% EC20 calcium, 100% full calcium; activation, % at 7.2 µM; actives 0.24% (n = 340,000); AID 493008;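 active means activation above the mean over all tested compounds plus 3 SD, cut at about 30% in these data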;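 further: rise in fluorescence read as greater calcium sensitivity of cardiac thin filaments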
The depositor's hits bear a star; x = no result given. Compounds were not picked by outcome; any-hit rate near 1.6%.

The opening 3 compounds, to show the layout:
SMILES	SR-BI uptake up	CAL PDZ FP-1	DAGLB inhibitor	Keap1-Nrf2 PPI	PKA-R2B act	RTF Ca sens inh	CAL PDZ FP-2	Rtt109 HAT inh	LANA DNA inh	cardiac RTF act
N#C/C(=C\c1cccc([N+](=O)[O-])c1)C(=O)NCC1CCCO1 (centres undefined)	25.0	-5.1	0.1	0.3	-2.5	1.9	-4.7	-1.4	-1.4	-8.4
COc1ccc(C(=O)O)cc1NCc1ccc(C)s1	19.2	-0.1	1.9	-1.8	0.5	-4.9	10.3	-0.5	-1.2	1.5
Cc1ccc(NC(=O)COC(=O)c2cc(=O)c3cc(F)ccc3o2)cc1	31.5	-0.2	-0.9	3.8	-3.4	-7.2	-6.7	-4.2	1.1	4.3

This part in full, previewed entries included:
SMILES	SR-BI uptake up	CAL PDZ FP-1	DAGLB inhibitor	Keap1-Nrf2 PPI	PKA-R2B act	RTF Ca sens inh	CAL PDZ FP-2	Rtt109 HAT inh	LANA DNA inh	cardiac RTF act
N#C/C(=C\c1cccc([N+](=O)[O-])c1)C(=O)NCC1CCCO1 (centres undefined)	25.0	-5.1	0.1	0.3	-2.5	1.9	-4.7	-1.4	-1.4	-8.4
COc1ccc(C(=O)O)cc1NCc1ccc(C)s1	19.2	-0.1	1.9	-1.8	0.5	-4.9	10.3	-0.5	-1.2	1.5
Cc1ccc(NC(=O)COC(=O)c2cc(=O)c3cc(F)ccc3o2)cc1	31.5	-0.2	-0.9	3.8	-3.4	-7.2	-6.7	-4.2	1.1	4.3
CCOC(=O)[C@H]1[C@H]2COc3ccc(Cl)cc3[C@@H]2N2C(=O)[C@@H](C)NC(=O)[C@@]12C	7.3	-6.8	2.4	-1.7	3.8	0.4	0.1	-7.4	1.3	-1.2
CN(c1ccccc1)c1ccc(/C=C(\CCC(=O)O)c2nc3ccccc3s2)cc1[N+](=O)[O-]	2.2	0.7	27.2	2.8	-4.7	3.1	1.7	0.0	2.2	-1.2
CCOCc1cnc(C)nc1NCC(=O)c1c(C)n(C)c2ccc(OC)cc12	15.2	-0.4	-0.8	0.7	-0.4	8.6	-2.0	14.9	-2.8	-5.6
CCOC(=O)CC1C(=O)NCCN1C(=O)c1c(Cl)cccc1Cl (centres undefined)	-1.5	0.5	2.1	-5.0	-3.0	-1.4	-3.0	7.8	0.1	-4.3
CC(=O)N1CCN(C(=O)COC(=O)CNC(=O)c2ccc(C)cc2)CC1	20.1	-1.2	-3.3	-0.9	-3.3	-4.8	-2.8	3.8	-0.7	-3.1
Cn1c(=O)[nH]c(=O)c2c1nc(OC(=O)c1ccccc1)n2CC(O)COc1ccccc1 (centres undefined)	3.6	-0.3	1.0	-1.6	-4.0	-5.9	-1.8	-0.8	-0.6	-3.4
O=c1[nH]c2ccccc2cc1CN(Cc1cccnc1)S(=O)(=O)c1ccc(Cl)cc1	34.5	-2.9	0.0	-5.4	-1.4	-3.2	-5.3	2.6	1.6	-0.6
CC1CC1C(=O)OCC(=O)N(C)CC(=O)Nc1ccc(F)cc1 (centres undefined)	14.6	-1.4	-3.6	-1.6	-8.3	-5.2	2.1	-5.3	-0.6	-4.8
O=S(=O)(c1cccc(F)c1)N1CCN(C(=S)NCC2CCCO2)CC1 (centres undefined)	15.4	-2.3	-1.4	2.9	6.3	-3.2	-2.2	-2.9	-0.7	-2.3
COC(=O)[C@@H]1C[C@@]2(O)[C@H](O)[C@H](O)[C@H](O)C[C@H]2N1Cc1cccc2ccccc12	27.1	-0.9	-1.3	-1.3	-1.9	-5.0	-4.5	-6.4	0.0	6.8
O=C(C/C=N\OCc1ccc(Cl)cc1Cl)Nc1ccccc1	1.6	-0.9	-5.1	-1.4	-8.6	-18.0	5.3	-9.4	-1.1	-1.5
CCOc1ccc2nc(-c3ccc(OC)c(OC)c3)cc(C(=O)O)c2c1	38.2	-1.7	1.8	-2.2	-6.3	-25.9	-6.8	-16.9	5.0	-0.6
CC(C)OP(=O)(c1ccc(N(C)C)cc1)C(O)c1cccnc1 (centres undefined)	9.3	-2.5	-4.3	-5.8	-0.6	-5.4	0.0	1.2	-0.9	8.4
COc1ccc(CC(=O)N2CCN(c3ccccn3)CC2)cc1	-13.8	-1.0	-0.7	1.8	-3.8	-1.6	-1.1	-8.7	3.4	6.8
NS(=O)(=O)c1ccc2nc(NC(=O)C3CCCO3)sc2c1 (centres undefined)	-8.8	-2.8	2.1	-3.8	5.7	1.1	-2.1	-3.2	-1.1	4.1
CN(C)C(=S)SCC(=O)Nc1ccc(Cl)cc1Cl	2.6	-0.8	-4.8	1.2	-0.2	-10.6	-3.8	-0.6	-1.2	2.8
CSc1ccc(Cl)c(C(=O)NCCOc2cc(C(C)C)ccc2C)c1	-24.2	-1.0	-15.5	-3.7	-4.3	7.6	-8.5	-4.2	-0.9	-2.9
CC(C)Oc1cc(N)c(Cl)cc1Cl	4.5	-2.5	0.1	0.9	7.9	-9.4	3.9	-12.3	-1.1	1.1
C=CCn1c(C)cc(C(=O)Cn2c(C(C)O)nc3ccccc32)c1C (centres undefined)	2.0	-1.1	-2.1	-5.4	-0.4	6.2	x	-6.9	-0.9	1.2
Cc1nonc1-c1csc(N)n1	x	0.3	-1.3	-3.6	0.0	0.7	1.2	-1.4	0.2	3.8
CCCCCCCC(=O)Nc1cc(C(=O)NCCC)ccc1N1CCC2(CC1)CC(c1cccc(Br)c1)=NO2	9.4	-0.4	1.9	-0.1	5.4	-5.4	0.6	1.2	2.4	13.2
Cc1cc(C(=O)N/N=C/c2cc(Br)ccc2OC(=O)c2ccccc2)n[nH]1	-45.0	-1.8	1.9	-0.3	-1.9	4.7	5.4	-6.2	-1.0	-6.8

Additional compounds follow:
SMILES	SR-BI uptake up	CAL PDZ FP-1	DAGLB inhibitor	Keap1-Nrf2 PPI	PKA-R2B act	RTF Ca sens inh	CAL PDZ FP-2	Rtt109 HAT inh	LANA DNA inh	cardiac RTF act
COc1ccc(-n2nnnc2-c2cccnc2)cc1	6.3	-0.3	-5.4	-2.0	4.2	-4.7	-3.7	38.4	1.9	9.3
CCc1nc(CN2CCN(Cc3ccc(F)c(F)c3)C(CCO)C2)c(C)[nH]1 (centres undefined)	-9.8	-0.4	-1.4	-1.6	-11.0	-4.2	1.9	4.7	-1.7	3.6
CCOc1ccc(CSC2=NCCN2)cc1[N+](=O)[O-]	-16.2	-2.6	-5.0	-4.7	-8.6	-10.5	-1.6	39.2	0.5	-3.1
COc1ccc2[nH]c(=O)c(CN(C(=O)NC3CCCCC3)C3CCCC3)cc2c1	13.1	1.7	1.3	-4.7	-9.0	-3.3	0.0	3.3	0.2	1.1
COC(=O)C1=NN(C(C)=O)C2(CC(=O)N(c3cccc(C)c3)C2=O)C1 (centres undefined)	9.4	0.6	-0.5	-1.2	-2.8	-5.3	0.4	11.0	0.4	-4.5
CCSc1nc(N)c(C#N)c(-c2ccccc2Cl)c1C#N	-1.9	-1.4	-8.1	-1.1	3.9	-4.6	x	-14.0	0.4	-7.0
O=C(c1ccncc1)N1CCN(S(=O)(=O)c2ccc(OC(F)(F)F)cc2)CC1	22.2	0.8	1.6	2.9	1.6	-9.7	-3.8	-0.5	0.1	-3.7
N#CC(CO)(Cc1ccc(OC(F)F)cc1)c1nc2ccccc2[nH]1 (centres undefined)	-7.0	-0.6	-1.9	0.8	-5.9	4.8	-3.5	-4.9	-0.7	-0.6
CCOc1ccccc1CNc1nc2ccccc2n1C	-26.0	-0.8	-4.1	0.2	-5.5	-4.5	-1.9	-3.6	-3.2	-0.4
CCCn1c(=S)[nH]c2cc(C(=O)N3CCN(c4ccccc4OC)CC3)ccc2c1=O	-14.0	-1.7	1.9	2.2	0.1	10.3	-1.7	-8.5	1.0	-2.5
CS/C(=N\S(=O)(=O)c1cccs1)Nc1ccc(F)c(Cl)c1	21.3	0.7	-0.2	-3.3	5.3	-5.6	9.2	13.1	1.1	-1.6
CCn1nc(C(=O)N2CCc3ccccc3C2)c2ccccc2c1=O	-3.5	0.1	-1.4	2.5	2.7	-1.3	-1.4	-1.8	0.3	-1.1
CCN(CC)C(C(=O)NC1CCCCC1)c1ccc(C)cc1 (centres undefined)	15.0	-0.1	-0.1	-4.1	-16.4	-9.1	0.2	10.5	-0.4	2.3
CC(=O)Nc1ccc(Oc2nc(C(F)(F)F)nc3ccccc23)cc1	4.9	-0.1	-4.5	2.9	-10.6	-1.2	-5.1	-7.4	0.1	-2.3
CCOC(=O)NC(NC(=O)OCC)C(=O)c1ccc(F)cc1	-0.5	x	-1.0	-0.6	10.2	4.0	-0.4	-7.3	-0.9	-6.6
O=C(Nc1cccnc1Cl)c1ccc(=O)oc1	25.5	0.0	4.3	-0.7	-2.0	-2.3	x	-3.6	26.6	-1.3
O=C(CCc1nnc(-c2ccsc2)o1)N1CCCCC1CCn1ccnc1 (centres undefined)	10.1	-0.4	4.8	-6.7	4.1	-10.0	-2.7	-0.6	-0.4	-1.9
Cc1cccn2c(=O)nc(SCC(=O)NCCc3ccccc3)nc12	-7.5	-3.0	-1.1	3.9	-9.0	-3.1	-2.5	-4.2	0.3	0.6
CCc1c(C)sc(NC(=O)Cn2nc(C)c([N+](=O)[O-])c2C)c1C(N)=O	13.3	-1.5	3.7	-6.6	3.6	4.3	-7.7	0.9	0.5	-0.7
CCNC(=S)NNC(=O)Cn1c(=O)c2c(ncn2CCOC)n(Cc2ccccc2)c1=O	x	-0.4	-0.2	-6.3	3.2	-15.3	-1.5	-2.7	-0.6	-1.6
O=C(NN=C1CCN(Cc2ccccc2)CC1)c1ccccc1O	3.0	-0.7	-0.5	0.9	-6.9	-1.6	-14.8	-11.8	1.7	7.1
O=C(CSc1nnc(Cn2nnc(-c3ccccc3)n2)n1-c1ccccc1)Nc1ccc(F)cc1	7.7	-1.3	-1.9	-1.0	-11.9	3.1	-2.2	-1.8	-1.0	-1.6
COc1ccccc1C(=O)NC(=O)COC(=O)Cn1[nH]c(=O)c2ccccc2c1=O	25.0	0.4	1.7	-2.2	6.4	-2.8	-6.1	-4.1	2.0	-4.0
Cc1nc(NC(=O)C(Cl)Cl)sc1C(=O)N(C)C	2.3	-5.7	1.2	-3.1	-13.2	-12.3	0.4	-4.7	3.4	16.0
O=C(c1ccccc1)N1CCN(c2n[nH]c(=O)[nH]c2=O)CC1	25.5	0.4	2.8	-4.3	-11.7	-3.1	x	7.2	0.1	4.4
CCOC(=O)/C=C(\C)Sc1cc(=O)oc2ccccc12	-0.2	-1.8	-3.9	4.5	-5.7	-2.2	-5.7	17.4	-0.8	-5.1
Nc1ccccc1C(=O)N1CCC(O)(c2ccc(Cl)cc2)CC1	20.1	-0.6	-0.7	5.3	4.4	-4.1	-8.8	6.2	1.7	-12.0
COc1ccc(C(C)NC(=O)C23CC4CC(CC(C4)C2)C3)cc1OC (centres undefined)	16.5	-1.5	-2.3	3.6	0.2	8.2	-4.6	-3.2	-2.4	-5.4
CCOc1cc(-c2noc(N)c2C(=O)OC)cc(OCC)c1OCC	-6.6	-2.3	-2.0	-6.6	5.8	-10.5	x	1.8	-0.5	-2.4

Source: PubChem BioAssay (several laboratories)
